Screening results (PubChem)
M1 antagonist: blocks the rat M1 muscarinic receptor response to acetylcholine; AID 628; actives 3.4% (n = 64,000); P08482; CHO-M1 cells, Fluo-4 calcium, ACh EC80 antagonist mode; active compounds read low; B-score at 10 µM;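 active means calcium fluorescence response, raw or row-and-column corrected B-score, differing from the plate sample mean either way at a set confidence level, mostly lower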
Her2 expr inh: inhibitors of human Her2 kinase expression. P04626. SKBR-3 HER2 protein level, AlphaScreen, 18-24 h; active compounds read low. HER2 level % of control, % at 10 µM. actives 0.69% (n = 65,000);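 active means HER2 level under 5% of the carrier-only control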;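 further: 100% = DMSO carrier and 0% = 500 nM PU-H71 HSP90 inhibitor; lower value means stronger loss of Her2 protein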
S1P3 ag: S1P3 (human) receptor agonism; AID 373; S1P3 NFAT-BLA reporter cells, FRET ratio; relative to 1 µM S1P, basal subtracted; Q99500; actives 0.1% (n = 60,000); activation, % at 4.5 µM;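 active means activation above the screen-wide mean plus 3 SD, cut at about 4.5% in these data, passing the limit was not always enough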; further: some compounds called inactive have numbers as strong as hits
Target sequence (Q99500 whole entry, looked up): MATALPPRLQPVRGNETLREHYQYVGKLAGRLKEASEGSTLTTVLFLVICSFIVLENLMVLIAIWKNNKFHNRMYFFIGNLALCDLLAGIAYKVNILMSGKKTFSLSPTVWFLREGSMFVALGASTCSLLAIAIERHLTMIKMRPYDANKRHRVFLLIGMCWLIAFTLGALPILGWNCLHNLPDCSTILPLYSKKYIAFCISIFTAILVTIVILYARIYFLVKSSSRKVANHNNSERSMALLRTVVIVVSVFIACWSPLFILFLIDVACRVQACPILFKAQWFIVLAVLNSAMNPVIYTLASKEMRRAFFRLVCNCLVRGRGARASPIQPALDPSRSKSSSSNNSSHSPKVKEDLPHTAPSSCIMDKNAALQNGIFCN
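Measure – % activation relative to 1 µM S1P (100%), per plate · System – stable CHO line with human S1P3, Gα16, NFAT-BLA reporter · Timing – cells plated overnight, compound 4 h 37 °C, substrate 2 h RT · Technique – fluorescent BLA substrate, ex 405 nm, em 460/535 nm ratio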
S1P1 ag pot: activates or potentiates agonism at human S1P1 receptor; activation, % at 9.5 µM; actives 0.57% (n = 56,000); P21453; S1P1 CRE-bla cells, forskolin, beta-lactamase FRET, potentiator mode; S1P1 agonist co-added at EC20, 2 nM; 100% = saturating reference agonist, 0% = basal;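 active means activation above a cutoff set at the mean activation of all tested compounds plus 3 SD, cut at about 54% in these data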;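 further: forskolin at 4 µM as EC80 and the EC20 agonist is SEW2871; 100% = SEW2871 at its EC100 plus forskolin at EC80; some compounds past the cut are filed as inactive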
HEK293 NFkB inh: inhibitors of the PMA/ionomycin-induced NF-kB reporter in HEK293 cells; HEK-293 NF-kB luciferase reporter, luminescence; inhibition, % at 3 µM; actives 0.21% (n = 62,000); AID 465;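 active means inhibition above the mean of all tested compounds plus 3 SD, cut at about 40% in these data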;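 further: 0% = stimulated DMSO wells and 100% = 10 µM reference inhibitor 5653914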
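Reagent: PMA plus ionomycin mix as NF-kB-activating stimulus. Assay system: NF-kB luciferase reporter HEK-293 cells. Technique: luminescence from luciferase substrate reagent. Incubation: 1 h compound pre-incubation, 16 h PMA/ionomycin at 37 °C. Benchmarks: DMSO only as uninhibited control, 10 µM reference inhibitor as full inhibition. Repeats: tested once.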
M1 ag: activates the M1 muscarinic receptor | AID 626 | B-score at 10 µM | CHO-M1 cells, Fluo-4 calcium fluorescence, agonist mode; active compounds read high | actives 3% (n = 64,000);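 active means fluorescence rise, raw or as B-score row- and column-corrected plate score, outside the 99.7% band of its plate's samples, either direction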
Jurkat tox 60K: cytotoxicity toward Jurkat cells | actives 1.2% (n = 56,000) | Jurkat E6.1 viability, ATP luminescence, 48 h | inhibition, % at 4 µM;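 active means inhibition above the mean inhibition of all tested compounds plus 3 SD, cut at about 28% in these data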
HTR1E agonist: agonists of human 5-HT1E serotonin receptor; P28566; CHO 5-HT1E Ga15 NFAT-bla reporter, FRET; 0% DMSO wells, 100% control agonist wells; activation, % at 6 µM; actives 0.69% (n = 65,000); AID 574;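 active means activation above a set limit, the screen-wide mean activation plus 3 SD, cut at about 8.5% in these data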;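 further: 100% = positive control agonist at 1 µM giving full maximal response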
Target sequence (P28566 whole entry, looked up): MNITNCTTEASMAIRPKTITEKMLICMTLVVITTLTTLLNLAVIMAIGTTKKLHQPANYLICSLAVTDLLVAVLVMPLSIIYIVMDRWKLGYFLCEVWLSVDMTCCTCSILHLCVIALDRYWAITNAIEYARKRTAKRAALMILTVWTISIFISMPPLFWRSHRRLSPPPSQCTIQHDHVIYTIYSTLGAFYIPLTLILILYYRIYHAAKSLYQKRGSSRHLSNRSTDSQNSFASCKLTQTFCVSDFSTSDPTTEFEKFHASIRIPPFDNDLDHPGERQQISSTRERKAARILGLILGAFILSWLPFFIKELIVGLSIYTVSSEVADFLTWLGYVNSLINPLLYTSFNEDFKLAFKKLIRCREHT
HTR1E antagonist: antagonists of human 5-HT1E serotonin receptor. P28566. CHO 5-HT1E Ga15 NFAT-bla reporter, FRET, antagonist. inhibition, % at 6 µM. actives 0.99% (n = 65,000);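 active means inhibition above a set limit, the mean inhibition across every tested compound plus 3 SD, cut at about 29% in these data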;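 further: signal is the 460 over 535 nm emission ratio of beta-lactamase substrate; 0% = agonist plus DMSO wells and 100% = wells without agonist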
An asterisk follows results filed as active; / = not tested or not shown.

SMILES	M1 antagonist	Her2 expr inh	S1P3 ag	S1P1 ag pot	HEK293 NFkB inh	M1 ag	Jurkat tox 60K	HTR1E agonist	HTR1E antagonist
CN(CC(=O)N1CCCCCC1)S(=O)(=O)c1cccc2cccnc12	-0.162	92.8	-0.6	-12.9	-0.4	-0.0877	-3.6	-1.4	18.0
Cc1ccccc1Cc1c(C)nc2c(C(=O)N3CCN(Cc4ccc5c(c4)OCO5)CC3)cnn2c1C	-1.07	104.9	-1.1	11.4	13.3	-0.0995	8.3	0.0	7.1
CC(C)NC(=O)CN(Cc1ccccc1)S(=O)(=O)c1ccccc1	0.123	87.8	-0.9	9.2	21.3	0.191	1.1	-0.2	11.7
COc1ccccc1C1C(C(N)=O)=C(C)Nc2nc(-c3ccc(Cl)cc3)nn21 (centres undefined)	0.412	116.1	-0.6	-9.6	18.5	0.941	-1.7	-0.6	12.5
Cc1ccccc1-c1nc(CS(=O)(=O)CC(=O)NCCCN2CCCC2=O)c(C)o1	0.575	96.0	-1.4	-8.2	9.9	-0.752	2.0	-0.7	6.1
COc1cccc(C(=O)N(c2ccc(OC)cc2OC)C2C=CS(=O)(=O)C2)c1 (centres undefined)	-0.0487	98.7	-0.2	-6.3	-4.1	-0.188	-0.7	-0.5	3.5
COC(=O)c1cc(Br)c(=O)n(CCc2ccccc2)c1	-0.0504	42.9	-0.7	-24.0	7.0	0.237	0.6	0.0	-11.7
Cc1cc(CC(C)C)n(-c2nc3ccccc3c(=O)n2OCC(N)=O)n1	0.704	106.5	-0.1	-9.8	-3.6	0.988	2.8	-0.1	-2.4
COc1ccccc1Cn1c(CCCO)nc2ccccc21	-0.456	75.9	0.9	-0.1	10.0	-1.46	2.4	0.4	8.3
Cc1c(C#N)c2ncn(CCCN(C)C)c(=O)c2n1-c1ccccc1	-0.0449	97.1	0.1	-1.3	20.3	-0.282	-1.2	0.3	4.3
Cn1c(=O)c2c(nc(CN3CCN(C(=O)c4ccco4)CC3)n2Cc2ccccc2F)n(C)c1=O	1.85	83.6	0.1	-26.9	12.1	0.00987	0.8	1.6	-1.3
c1ccc2c(Cn3ccnc3)c[nH]c2c1	-0.965	113.9	0.2	-19.3	13.3	0.183	-9.8	-0.4	-8.5
CCOC(=O)c1cnc(SCC(=O)Nc2ccc3c(c2)OCCO3)nc1N	-0.372	99.1	-0.6	20.7	18.8	-1.08	-3.3	-0.2	-0.3
Cc1ccccc1OCC(O)Cn1c(N2CCN(c3ccccc3)CC2)nc2c1c(=O)[nH]c(=O)n2C (centres undefined)	0.558	130.0	-3.5	-1.7	/	0.0051	/	0.3	4.5
CC(OC(=O)C1CC=CCC1C(N)=O)C(Cl)=C(Cl)Cl (centres undefined)	0.00726	93.9	-0.1	/	7.3	1.17	1.3	0.0	13.0
Cc1cc(C(=O)Nc2nc3c(s2)CCCC3)cs1	-0.448	105.7	-0.6	16.5	-48.6	0.014	2.5	-0.2	4.5
COC(=O)c1cccc(-n2nnnc2SCC(=O)Nc2cc(C)on2)c1	-0.0506	110.2	-1.7	13.6	-3.6	-0.747	0.3	0.3	-3.1
COc1ccc(S(=O)(=O)N(C)CC(=O)Nc2ccc(F)cc2)cc1	1.07	97.5	-0.3	/	8.7	-0.297	1.3	0.9	-3.4
CCN(CC)CCN1C(=O)C(=O)/C(=C(/O)c2ccc(OC)cc2)C1c1ccco1 (centres undefined)	0.255	64.0	-1.6	7.2	/	-0.672	/	0.1	-5.5
O=C(CCn1cccc1)NCc1ccc(Cl)cc1	0.0734	104.4	0.1	0.0	9.3	0.64	-2.4	4.5	-11.0
O=C(c1ccc2c(c1)OCO2)N1CCCC(c2ccccc2)C1 (centres undefined)	-1.38	135.4	-1.2	10.8	20.6	0.609	10.0	-0.5	6.0
Cn1c(SCC(=O)Nc2ccccc2)nc(O)cc1=O	0.017	82.0	-1.5	-25.8	4.2	-0.277	-13.5	-0.9	-4.0
COc1ccc(CCC(=O)N2CCN(C3CCCCC3)CC2)cc1	0.0192	118.3	-1.1	-3.5	20.7	0.484	-0.6	-0.5	3.1
N=c1c(C(=O)NCC2CCCO2)cc2c(=O)n3ccccc3nc2n1Cc1cccnc1 (centres undefined)	-0.768	95.6	1.1	-27.3	16.7	-0.229	0.1	5.4	-12.2
Cc1ccc(C2/C(=C(\O)c3cnn(-c4ccccc4)c3C)C(=O)C(=O)N2CCN(C)C)o1 (centres undefined)	-0.00492	88.8	-1.8	3.8	/	0.955	/	-3.2	21.2
O=C(C1CC1)N1CCc2cc(Br)cc(S(=O)(=O)NCc3ccco3)c21	-0.535	215.2	/	/	7.3	0.355	/	-0.1	4.4
Cc1csc2nc(CSc3nc4ccccc4o3)c(Br)n12	-0.523	65.3	0.1	-13.2	-13.2	-1.33	6.7	0.0	13.8
CN(C(=O)c1ccncc1)c1nnc(-c2ccncc2)s1	0.514	100.4	0.5	-5.8	16.2	-0.272	-2.5	0.2	-9.0
Nc1nc(SCC(=O)NCc2ccco2)[nH]c(=O)c1-c1ccccc1	-0.067	86.4	-1.0	/	8.1	0.0761	1.1	-1.6	4.1
CCOC(=O)c1[nH]c2ccc(F)cc2c1NC(=O)CCN1CCSCC1	-0.74	112.0	-0.4	-2.7	/	0.451	/	0.2	-0.3
CCOC(=O)C1=C(C)NC(C)=C(C(=O)OCC)C1c1cc2ccc(C)cc2[nH]c1=O	-0.591	57.1	-0.2	-12.2	19.1	0.0957	2.1	-1.3	-3.2
O=C(Cn1c(=S)nc2ccccn21)N1CCc2ccccc2C1	0	99.7	-0.7	-21.6	-3.5	-0.588	3.4	0.1	-1.7
Cc1cc(NC(=O)c2ccc(S(=O)(=O)N3CCCC3)cc2)nc2c1c(=O)oc1ccccc12	-0.101	45.8	/	/	-4.1	0.409	/	1.3	-12.7
Cc1cc(Cl)c(S(=O)(=O)N2CCCCCC2)cc1OCC(N)=O	-0.283	124.3	0.0	/	10.2	-0.282	3.3	-0.9	-6.8
Nc1ccc(-c2nc3ccccc3[nH]2)cc1	0.341	63.1	-0.2	-18.2	-20.0	0.496	16.7	1.4	7.4
C=CCNC(=O)CCCCCNS(=O)(=O)c1ccc(OC)cc1	0.347	107.9	0.2	-3.2	10.2	-1.8	-3.6	0.2	-0.6
Cn1c(=O)n(Cc2ccc(Cl)cc2)c(=O)c2c1nc1n2CCN1Cc1ccco1	-1.05	67.5	-0.1	-9.9	21.7	-2.31*	3.5	0.2	5.4
Nc1c(Br)cc(Br)c(N2CCCC2=O)c1Br	/	98.0	1.1	-28.0	5.1	/	-2.0	-0.6	-1.3
c1ccc2oc(SCc3nc4ccccc4s3)nc2c1	0.0176	68.6	0.2	28.1	-28.7	-0.0457	2.1	0.0	-1.6
CCOc1ccc(S(=O)(=O)Nc2cccnc2)cc1	-0.738	93.5	-1.1	/	7.2	-2.05	6.8	-0.3	0.8

Overlap with the part before: 3 compounds; new compounds follow.
SMILES	M1 antagonist	Her2 expr inh	S1P3 ag	S1P1 ag pot	HEK293 NFkB inh	M1 ag	Jurkat tox 60K	HTR1E agonist	HTR1E antagonist
Nc1c(Br)cc(Br)c(N2CCCC2=O)c1Br	/	98.0	1.1	-28.0	5.1	/	-2.0	-0.6	-1.3
c1ccc2oc(SCc3nc4ccccc4s3)nc2c1	0.0176	68.6	0.2	28.1	-28.7	-0.0457	2.1	0.0	-1.6
CCOc1ccc(S(=O)(=O)Nc2cccnc2)cc1	-0.738	93.5	-1.1	/	7.2	-2.05	6.8	-0.3	0.8
c1ccc(N2CCN(Cc3nnnn3C3CCCCC3)CC2)cc1	0.00825	83.9	0.7	-7.4	10.2	0.616	3.1	0.1	0.8
O=C1C(c2ccncc2)=C(O)c2ccccc21	-0.275	82.8	0.1	-5.4	-29.9	-0.865	11.1	-0.3	-4.1
COc1ccc(OC)c(S(=O)(=O)Nc2ccccc2C(=O)O)c1	0.843	113.4	-1.4	-8.4	9.8	-0.936	1.5	0.2	-0.5
CCn1c(SCc2nc(-c3cccs3)no2)nnc1-c1c[nH]c2ccccc12	-1.08	47.9	-0.6	/	10.7	1.03	12.1	0.9	6.7
O=C(CN1CCOc2ccccc21)NCc1ccco1	0.13	68.7	-0.7	-0.3	23.7	0.498	0.7	0.5	8.7
C=CCOC(=O)C1=C(C)NC(SCC(=O)Nc2ccc(C)c(Cl)c2)=C(C#N)C1c1ccco1 (centres undefined)	0.328	33.3	-2.3	-19.8	/	-1.35	/	1.9	10.5
COCCNC(=O)C(OC(=O)c1cccs1)c1ccccc1 (centres undefined)	1.5	93.5	-0.9	-13.7	12.4	-0.665	0.1	-0.9	-6.8
CSc1ccc(-c2c(C#N)c(N)nc3c2CCCC3)cc1	1.25	128.1	-1.8	7.8	4.9	0.0483	-5.8	0.5	3.1
CCCC(CCC(=O)Nc1ccc(C(=O)OC)cc1)C(=O)O (centres undefined)	-0.0333	85.4	-2.7	0.9	/	-0.343	/	-0.1	5.2
CCCCn1c(NCc2ccccn2)nc2ccccc21	0.0207	108.9	-1.2	-3.1	2.9	-0.315	3.0	0.3	9.4
O=C1CC(SCCO)C(=O)N1c1ccc(Oc2ccccc2)cc1 (centres undefined)	-2.75*	99.7	-0.5	/	10.2	0.0204	-3.6	-0.2	-2.6
CCCN1CCCc2cc(CN)ccc21	-0.875	47.8	0.9	-13.0	10.5	5.65*	24.9	0.6	-2.7
CC(Cc1cccs1)NC(=O)Nc1ccccc1 (centres undefined)	-3.18*	72.7	-1.5	10.7	-5.7	0.128	-1.8	-0.5	4.2
CC1CC(C)CN(C(=O)c2cn(C)c3ccc(S(=O)(=O)N(C)C)cc3c2=O)C1 (centres undefined)	0.916	100.3	-0.2	-8.0	11.6	0.408	-4.3	0.2	-3.1
Cc1cc(N(CN2CCCC2=O)C(=O)c2ccccc2)no1	-0.319	114.5	-1.6	-22.5	9.4	-1.83	2.2	-1.3	4.7
CCOC(=O)N1CCN(C(=O)c2cn(CC)c3ccc(S(=O)(=O)N4CCCC4)cc3c2=O)CC1	0.0181	119.0	-0.5	0.5	8.2	1.08	4.1	-0.8	-2.3
Cc1ccc(-c2nc(CS(=O)(=O)CC(=O)N3CCCCCC3)c(C)o2)cc1	-0.524	68.8	-0.9	-1.6	5.3	-1.88	7.8	0.9	-9.7
Cc1cc(C)c(C(=O)Nc2ccc(S(=O)(=O)Nc3onc(C)c3C)cc2)c(C)c1	1.28	97.0	-0.4	2.8	3.1	-0.238	-4.3	-1.0	12.7
CCCOC(=O)/C(C(N)=NCc1ccccc1)=C(\O)OCCC	0.454	106.2	-1.1	6.9	25.6	-0.848	-2.1	-0.6	4.0
Cc1nc(NC2=NCN(Cc3cccnc3)CN2)nc2ccccc12	-10.7*	82.0	-0.1	-4.7	4.5	0.781	5.1	0.9	-16.9
O=C(NCc1ccc2c(c1)OCO2)C(c1ccco1)N(C(=O)c1csnn1)c1ccccc1 (centres undefined)	-0.144	64.0	/	/	9.2	1.4	/	-0.8	-10.8
